TRPC6 act = activates the mouse TRPC6 cation channel; B-score at 10 µM; 310,000 compounds, 0.13% hits; HEK293-TRPC6 membrane potential dye fluorescence; stronger effect = higher value;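 active = B-score of the integrated fluorescence ratio above library mean plus 3 SD, and starting fluorescence ratio within library mean plus 5 SD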;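 also: higher score means more depolarization so channel activation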
TRPC4 potent = allosteric potentiators of mouse TRPC4 channel. Q9QUQ5. HEK293 TRPC4beta/mu-opioid, DAMGO EC20, Fluo-4 Ca2+ flux; stronger effect = higher value. 310,000 compounds, 0.42% hits. AID 2227. B-score at 10 µM;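 active = B-score of calcium response area above 5 SD of library B-scores, with initial fluorescence ratio within 5 SD of library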;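 also: B-score of integrated fluorescence ratio over time as area under calcium response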
TRPC6 inh = blocks the mouse TRPC6 cation channel; HEK293-TRPC6, membrane potential dye, ACh-evoked depolarization; stronger effect = lower value; B-score at 10 µM; 310,000 compounds, 1.1% hits;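 active = B-score under library mean minus 3 SD, initial fluorescence not abnormally high, positive integrated signal ratio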;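 also: B-score derived from integrated fluorescence ratio over the kinetic read; more negative B-score means stronger inhibition of depolarization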
MrgX1 agonist = activates human MrgX1 receptor signaling | Q96LB2 | MrgX1-HEK293 cells, Fluo-4 calcium fluorescence, agonist mode; stronger effect = higher value | B-score at 10 µM | 310,000 compounds, 0.44% hits;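 active = calcium response B-score plate-corrected fluorescence ratio at least 3 library SD, with starting fluorescence B-score inside 5 SD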
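Test system: HEK293 cells stably expressing human MrgX1 receptor; amount: 15,000 cells per well; doses: compound delivered in addition one of three; times: overnight plating before 1 h dye loading; detection: Fluo-4 NW calcium-flux fluorescence, kinetic read; read-out basis: B-scored fluorescence response ratio; controls: positive and negative controls per plate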
MrgX1 allo act = human MrgX1 positive allosteric modulation, primary screen; B-score at 10 µM; MrgX1-HEK293, Fluo-4 calcium flux, FDSS; stronger effect = higher value; 310,000 compounds, 0.63% hits;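 active = plate-corrected calcium response at least 3 library SD above typical, normal starting fluorescence, not activating the receptor alone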;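 also: compound read alongside a low EC10 to EC30 dose of BAM8-22 agonist; peak minus trough fluorescence over baseline measured at the second addition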
TMEM16A act = activates or potentiates the mouse TMEM16A chloride channel; Q8BHY3; HEK293 TMEM16A/YFP-H148Q/I152L, iodide quench fluorescence; stronger effect = lower value; B-score at 10 µM; 340,000 compounds, 0.3% hits; AID 623877;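 active = fluorescence-ratio B-score plate-corrected deviation score at least 3 library SD below zero, with starting fluorescence score within 5 deviations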;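 also: channel opened by trigger with iodide after compound preincubation; score built on the fluorescence ratio of max minus min over baseline; more negative score means more quench and so TMEM16A activation or potentiation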
Target sequence (Q8BHY3 whole entry, looked up): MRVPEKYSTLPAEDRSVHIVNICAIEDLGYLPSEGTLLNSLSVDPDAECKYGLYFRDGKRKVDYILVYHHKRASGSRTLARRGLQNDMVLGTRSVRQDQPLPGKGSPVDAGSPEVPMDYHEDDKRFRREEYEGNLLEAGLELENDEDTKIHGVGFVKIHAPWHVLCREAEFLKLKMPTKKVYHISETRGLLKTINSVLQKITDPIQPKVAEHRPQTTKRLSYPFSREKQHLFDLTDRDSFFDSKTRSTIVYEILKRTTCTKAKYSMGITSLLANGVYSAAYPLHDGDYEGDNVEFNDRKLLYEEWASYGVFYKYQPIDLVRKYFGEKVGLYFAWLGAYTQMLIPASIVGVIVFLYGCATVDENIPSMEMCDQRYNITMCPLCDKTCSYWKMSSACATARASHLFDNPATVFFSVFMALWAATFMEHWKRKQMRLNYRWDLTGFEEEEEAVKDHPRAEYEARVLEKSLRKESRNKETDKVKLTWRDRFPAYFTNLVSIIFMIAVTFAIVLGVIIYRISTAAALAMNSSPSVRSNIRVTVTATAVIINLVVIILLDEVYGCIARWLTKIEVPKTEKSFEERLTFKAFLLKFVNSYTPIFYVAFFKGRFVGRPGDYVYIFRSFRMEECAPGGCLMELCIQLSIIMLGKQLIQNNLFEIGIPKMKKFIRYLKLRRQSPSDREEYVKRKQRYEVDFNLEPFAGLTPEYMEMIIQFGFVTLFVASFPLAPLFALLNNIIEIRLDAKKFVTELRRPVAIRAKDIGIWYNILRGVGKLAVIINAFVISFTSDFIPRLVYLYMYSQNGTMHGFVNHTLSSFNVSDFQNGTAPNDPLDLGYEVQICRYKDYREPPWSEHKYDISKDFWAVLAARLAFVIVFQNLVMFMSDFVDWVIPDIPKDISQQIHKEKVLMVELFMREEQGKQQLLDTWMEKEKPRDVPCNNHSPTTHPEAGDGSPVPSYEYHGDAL
TRPC4 block = blocks the mouse TRPC4 cation channel | Q9QUQ5 | 300,000 compounds, 0.39% hits | HEK293 TRPC4beta/mu-opioid, DAMGO-evoked Fluo4 calcium flux; stronger effect = lower value | AID 2247 | B-score at 10 µM;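 active = B-score over 3 SD under the library average, no early fluorescence shift, positive overall ratio signal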
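Material: HEK293 cells with stable TRPC4beta plus mu-opioid receptor expression / Probe or stimulus: DAMGO in two steps, submaximal then maximal / Compound: single concentration per test compound / Technique: kinetic Fluo4 fluorescence imaging of calcium influx / Read-out: per-well B score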
ANO1 block = inhibitors of mouse TMEM16A calcium-activated chloride channel; 310,000 compounds, 1.2% hits; normalized B-score (activity score, 25-100; higher = stronger inhibition) at 10 µM; Q8BHY3; HEK293 TMEM16A/YFP iodide influx fluorescence, ionomycin;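 active = ratio plate-corrected score three or more library SD toward inhibition, starting fluorescence score within five deviations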;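 also: score derived from kinetic fluorescence span divided by baseline fluorescence per well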
RGS4 block = inhibitors of human RGS4 | HEK293 M3R/RGS4 inducible, Fluo-4 calcium flux; stronger effect = higher value; triggered by carbachol at its EC20 | B-score at 10 µM | 310,000 compounds, 0.45% hits;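 active = B-score, a plate-corrected calcium signal, over three deviations above library mean, with baseline fluorescence within five deviations of library mean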;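 also: RGS4 expression induced by doxycycline in cells with stable M3 receptor; B-score is computed from the integrated fluorescence ratio over baseline after carbachol; higher B-score means a larger calcium signal and so more RGS4 inhibition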
MrgX1 antag = human MrgX1 receptor antagonism, primary screen | Q96LB2 | MRGX1-HEK293 calcium flux, Fluo-4, BAM8-22 antagonism; stronger effect = lower value | B-score at 10 µM | 310,000 compounds, 1.3% hits;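 active = calcium-response B-score plate-corrected more than 3 library SD below zero, starting fluorescence within 5 deviations, no agonist response on first addition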;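 also: peak minus trough fluorescence over baseline after final BAM8-22 challenge near maximal dose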
TRPC4 act = activators of mouse TRPC4 channel; Q9QUQ5; HEK293 TRPC4beta/mu-opioid, Fluo4 calcium fluorescence; stronger effect = higher value; B-score at 10 µM; 310,000 compounds, 0.49% hits;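 active = B-score above 5 SD of library B-scores, and initial fluorescence ratio not above library mean plus 5 SD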;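 also: positive B-score marks a calcium rise read as TRPC4 activation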
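System – HEK293 cells stably co-expressing mouse TRPC4beta and mu-opioid receptor · Signal – Fluo4 calcium-sensitive dye fluorescence, kinetic, 1 Hz baseline · Benchmarks – buffer (low) and maximal DAMGO (high) · Read-out – B score of integrated fluorescence ratio per well · Incubation – dye loading 45 min room temperature, 110 s kinetic read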
* hit, by the source's call; i = inactive; · = no result given.

SMILES	TRPC6 act	TRPC4 potent	TRPC6 inh	MrgX1 agonist	MrgX1 allo act	TMEM16A act	TRPC4 block	ANO1 block	RGS4 block	MrgX1 antag	TRPC4 act
Cc1ccccc1NC(=O)COC(=O)c1ccccc1SCC(=O)N1CCCC1	i	i	i	i	i	i	i	i	i	i	i
O=C(CCNS(=O)(=O)c1ccccc1)N1CCCCCC1	i	i	i	i	i	i	i	i	i	i	i
Cc1ccc(NC(=O)C(C)SCc2ccccc2)cc1 (stereo not given)	i	i	i	i	i	i	i	i	i	i	i
CCCN1CCN(CCCNC(=O)CCCn2nc(C)c3sc4ccccc4c3c2=O)CC1	i	i	i	i	i	i	i	i	i	i	i
Cc1cc2nc(Sc3c([N+](=O)[O-])nc(C)n3Cc3ccccc3)[nH]c2cc1C	i	i	i	i	i	i	i	i	i	i	i
CC(C)CC(=O)Nc1nc2ccc(S(C)(=O)=O)cc2s1	i	i	i	i	i	i	i	i	i	i	i
CN1C(=O)CCC(CCC(=O)O)(c2ccccc2O)C1=O (stereo not given)	i	i	i	i	i	i	i	i	i	i	i
O=C(C1Cc2ccccc2CN1S(=O)(=O)c1ccc(F)cc1)N1CCCCC1 (stereo not given)	i	i	i	33*	i	i	i	i	i	i	i
CC(C)C(NC(=O)c1ccc(C(C)(C)C)cc1)C(=O)NCCc1ccccn1 (stereo not given)	i	i	i	i	i	i	i	i	i	i	i
CN1CCN(c2ccccc2NC(=O)c2cccc(OCc3ccccc3)c2)CC1	i	i	i	i	i	i	i	i	i	i	i
COC(=O)CCC(=O)NNC(=O)c1cccc(Cl)c1	i	i	i	i	i	i	i	i	i	i	i
CCOc1ccc(NC(=O)CC(c2ccccc2)c2ccc(F)cc2)cc1 (stereo not given)	i	i	i	i	i	i	i	i	i	i	i
N#C/C(=C\c1cccs1)c1nc2ccccc2[nH]1	i	i	i	i	i	i	i	i	i	i	i
CN(C)S(=O)(=O)c1cccc(NC(=O)c2ccncc2)c1	i	i	i	i	i	i	i	i	i	i	i
CCC(=O)Nc1ccc(NC(=O)CN2CCCC(C)C2)c(Cl)c1 (stereo not given)	i	i	i	i	i	i	i	i	i	i	i
Cc1ccc(S(=O)(=O)n2cc(-c3ccccc3)c(N)n2)cc1	i	i	i	i	i	i	i	i	i	i	i
CC(C)c1nc(CNC(=O)C2CCC(=O)N(CCc3ccc(Cl)cc3)C2)no1 (stereo not given)	i	i	i	i	i	i	i	i	i	i	i
COc1ccccc1NC(=O)CSc1nnc(CCC(=O)Nc2ccccc2F)n1C	i	i	i	i	i	i	i	i	i	i	i
COc1ccccc1CNC(=O)c1ccc(SC)cc1OC	i	i	i	i	i	i	i	i	i	i	i
O=C(NC1CCCCC1)C(c1ccccc1F)N(Cc1ccco1)C(=O)c1ccccn1 (stereo not given)	i	i	i	i	i	i	i	i	i	i	i
O=C(Cn1cnc2c(nnn2-c2ccc(F)cc2)c1=O)N1CCCC1	i	i	i	i	i	i	i	i	i	i	i
COc1ccc2sc(N(CCCN(C)C)C(=O)c3ccc(S(=O)(=O)N(C)C4CCCCC4)cc3)nc2c1	i	i	i	i	i	i	i	i	i	i	i
Cc1ccc2oc(C(=O)N3CCC(N4CCSCC4)CC3)c(C)c2c1	i	i	i	i	i	i	i	i	i	i	i
C/C(=C\C(=O)O)C(=O)Nc1nccs1	i	i	i	i	i	i	i	i	i	i	i
N#Cc1ccc(-c2cccnc2)nc1SCc1ccc(Cl)cc1Cl	i	i	i	i	i	i	i	i	i	i	i
Cc1cccc(C(=O)NCc2nnc(SCC(=O)NC(C)c3ccccc3)n2C)c1 (stereo not given)	i	i	i	i	i	i	i	i	i	i	i
CCc1c(C)nc2ncnn2c1N1CCCC(C(=O)NCc2ccco2)C1 (stereo not given)	i	i	i	i	i	i	i	i	i	i	i
CCOc1ccc(CN2CCN(Cc3ccsc3)C(CCO)C2)cc1CO (stereo not given)	i	i	i	i	i	i	i	i	i	i	i
CCOC(=O)c1c(C)[nH]c(C)c1C(=O)COC(=O)c1c(OC)cccc1OC	i	i	i	i	7.1*	i	i	i	i	i	i
COC(=O)CN(c1cc(C(F)(F)F)ccc1Cl)S(C)(=O)=O	i	i	i	i	i	i	i	i	i	i	i
O=C(NCc1ccccc1)N1CCOCC1	i	i	i	i	i	i	i	i	i	i	i
COc1ccc(NC(=O)c2ccccc2CC[N+](=O)[O-])cc1	i	i	i	i	i	i	i	i	i	i	i
Cc1ccccc1NC(=O)c1ocnc1C	i	i	i	i	i	i	i	i	i	i	i
CC(=O)Nc1ccc(Cl)c(-c2nc3ncccc3o2)c1	i	i	i	i	i	i	i	i	i	i	i
CN(C)S(=O)(=O)c1ccc(C(=O)NCc2nnc(SCC(=O)Nc3ccc(F)cc3)n2-c2ccc(F)cc2)cc1	i	i	i	i	i	i	i	i	i	i	i
Cc1cc(C)n(-c2ccc(NC(=O)C3CCN(Cc4cnc(C)s4)CC3)cc2)n1	i	i	i	i	i	i	i	i	i	i	i
CC(=O)c1sc(N/N=C/c2cccc(O)c2)nc1C	i	i	i	i	i	i	i	i	i	i	i
Nc1nonc1C(=O)NCCNc1ncccc1[N+](=O)[O-]	i	i	i	i	i	i	i	i	i	i	i
COc1ccc2c(c1)CC/C(=C\C=C\c1ccccc1)C2=O	i	i	i	i	i	i	i	i	i	i	i
Oc1ccc(CN2CCCc3ccccc32)c2cccnc12	i	i	i	i	i	i	i	i	i	i	i
COc1ccc(CNC(=O)C(C)n2nc(C)c3c(C)n(-c4ccccc4)nc3c2=O)c(OC)c1 (stereo not given)	i	i	i	i	i	i	i	i	i	i	i
COc1ccccc1NC(=O)CSc1nc(SC)ns1	i	i	i	i	i	i	i	i	i	i	i
CC(C)NS(=O)(=O)c1ccc(NC(=S)NC(=O)c2ccc(-c3ccccc3)cc2)cc1	i	i	i	i	i	i	i	i	i	i	i
Cc1ccc(NC(=O)CNC(=O)Cn2cnc3sc(C)c(C)c3c2=O)cc1F	i	i	i	i	i	i	i	i	6.9*	i	i
CCOCN(C(=O)Cn1c(C(C)O)nc2ccccc21)c1c(C)cccc1CC (stereo not given)	i	i	i	i	i	i	i	i	i	i	i
CCc1cccc(CC)c1NC(=S)NCc1ccc2c(c1)OCO2	i	i	i	i	i	i	i	i	i	i	i
COc1ccc(NC(=O)CCc2c(C)nn(-c3ccc(N4CCOCC4)nn3)c2C)cc1	i	i	i	i	i	i	i	i	i	i	i
CCc1cccc(NC(=O)CCS(=O)(=O)c2ccc(Br)cc2)c1	i	i	i	i	i	i	i	i	i	i	i
Cc1ccccc1-n1c(SCc2c(C)noc2C)nnc1-c1cccnc1	i	i	i	i	i	-5.2*	i	i	i	i	i
CC(OC(=O)c1ccccc1NCc1ccco1)C(=O)Nc1ncc(Cl)cc1Cl (stereo not given)	i	i	i	i	i	i	i	i	i	i	i
COc1ccc(-n2c(=O)c(NC(=O)c3ccccc3)c3n(c2=S)CCCCC3)cc1	i	i	i	i	i	i	i	i	i	i	i
Cc1cccc(N2CCN(CC(O)COc3ccccc3Cl)CC2)c1 (stereo not given)	i	i	i	i	i	i	i	i	i	i	i
COc1ccc(-c2cc(C(F)(F)F)nc(SCC(=O)NCc3cnn(C)c3C)n2)cc1OC	i	i	i	i	i	i	i	i	i	i	i
CCC1CCCCN1C(=S)NCc1ccccc1 (stereo not given)	i	i	i	i	i	i	i	i	i	i	i
Cc1cccc([C@@H]2[C@@H]3C(=O)N(Cc4ccccc4)C(=O)[C@@H]3[C@]3(C)C(=O)N(c4ccc(C(F)(F)F)cc4)C(=O)N23)c1	i	i	i	i	i	i	i	i	i	i	i
O=C(NCCc1ccccc1)C1CCN(Cc2cccc3ccccc23)CC1	i	i	i	i	i	i	i	i	i	i	i
O=S(=O)(c1ccc(Cl)cc1)N1CCCN(c2nc3ccc(Cl)cc3s2)CC1	i	i	i	i	i	i	i	i	i	i	i
O=C(N1CCOCC1)N1CCC(n2nnc3ccccc32)CC1	i	i	i	i	i	i	i	i	i	i	i
Cc1cccc(OCc2nnc(SCC(=O)Nc3ccc(C)c(Cl)c3)o2)c1	i	i	i	i	i	i	i	i	i	i	i
CC(C)(C)NC(=O)c1nc2nc(-c3ccccc3)cc(C(F)(F)F)n2n1	i	i	i	i	i	i	i	i	i	i	i
The results go on.
SMILES	TRPC6 act	TRPC4 potent	TRPC6 inh	MrgX1 agonist	MrgX1 allo act	TMEM16A act	TRPC4 block	ANO1 block	RGS4 block	MrgX1 antag	TRPC4 act
COc1ccccc1NC(=O)CS(=O)(=O)c1cn(CC(=O)N2CCCC2)c2ccccc12	i	i	i	i	i	i	i	i	i	i	i
CCS(=O)(=O)Nc1ccc(Cc2ccc(NS(=O)(=O)CC)cc2)cc1	i	i	i	i	i	i	i	i	i	i	i
CN1CCN(C(=O)CCC(=O)NCc2ccc(F)cc2)CC1	i	i	i	i	i	i	i	i	i	i	i
S=C(NCc1ccc(Cl)cc1)NN1CCOCC1	i	i	i	i	i	i	i	i	i	i	i
COc1ccc(-c2cc3nc(-c4ccccc4)cc(N4CCC5(CC4)OCCO5)n3n2)cc1	i	i	i	i	i	i	i	i	i	i	i
Cc1ccc(-c2csc(NC(=O)CSc3nc(C)cc(=O)[nH]3)n2)cc1	i	i	-7.7*	i	i	·	i	i	13*	i	i
Cc1cc(/C=C2/SC(=S)N(c3cccc(C(F)(F)F)c3)C2=O)c(C)n1-c1cccnc1	i	i	i	i	16*	i	i	i	i	i	i
COc1cc(C)ccc1OCCCOc1ccccc1Br	i	i	i	i	i	i	i	i	i	i	i

Record cards (already shown).
O=C(NCCc1ccccc1)C1CCN(Cc2cccc3ccccc23)CC1 is entered as TRPC6 act: i; TRPC4 potent: i; TRPC6 inh: i; MrgX1 agonist: i; MrgX1 allo act: i; TMEM16A act: i; TRPC4 block: i; ANO1 block: i; RGS4 block: i; MrgX1 antag: i; TRPC4 act: i
Cc1cccc(OCc2nnc(SCC(=O)Nc3ccc(C)c(Cl)c3)o2)c1 is entered as TRPC6 act: i; TRPC4 potent: i; TRPC6 inh: i; MrgX1 agonist: i; MrgX1 allo act: i; TMEM16A act: i; TRPC4 block: i; ANO1 block: i; RGS4 block: i; MrgX1 antag: i; TRPC4 act: i
